# MsrA inh: inhibitors of bovine MsrA; purified bovine MsrA, absorbance read-out; 360,000 compounds, 0.75% hits; inhibition, % at 15.5 µM; in the data active = inhibition above about 4.5%;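 note: 0% = vehicle wells with enzyme and 100% = reference inhibitor wells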
# SKN-1 inh: inhibitors of C. elegans SKN-1; C. elegans VP596 Pgst-4::GFP/RFP ratio, acrylamide-induced, 24 h; 360,000 compounds, 0.49% hits; AID 624304; inhibition, % at 21.8 µM;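 active = interference check ratio from 0.5 to 1.5 plus GFP to RFP signal ratio inhibition reaching or exceeding a fixed threshold, cut at about 30% in these data, passing the limit was not always enough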; note: some compounds called inactive have numbers as strong as hits
# MT1-MMP act inh: inhibitors of human MT1-MMP activation | P50281 | HT1080 RFP-PRO-GFP cells, GFP/RFP ratio fluorescence, overnight; percent of plate control window, DMSO zero | GFP/RFP ratio change, % at 20 µM | 360,000 compounds, 0.061% hits;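 active = GFP/RFP ratio change of at least 30% with cell ATP level not reduced by more than half and red fluorescence within 50% of control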; note: strong numbers were not always called active
#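 Test system: HT1080 RFP-PRO-GFP cells; Benchmarks: DMSO and RFP-L50D-GFP cell wells; Timing: cells overnight before dosing, compound overnight, 37 °C, 5% CO2; Compound: one 20 µM compound dose with 1% DMSO; Read-out: GFP/RFP fluorescence ratio.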
# MsrA act: activators of bovine methionine sulfoxide reductase A. activation, % at 10.6 µM. AID 602163. purified bovine MsrA, absorbance read-out. 360,000 compounds, 0.3% hits; in the data active = activation above about 7.5%;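 note: 0% = vehicle and 100% = reference activator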
# Tb MetRS inh: Trypanosoma brucei MetRS inhibition; 360,000 compounds, 0.4% hits; AID 624268; purified T. brucei MetRS, ATP depletion, Kinase-Glo luminescence; inhibition, % at 11.9 µM;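 active = inhibition above a per-plate cutoff of the control wells' mean inhibition plus 3 SD, cut at about 5.5% in these data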;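 note: 0% = DMSO wells median and 100% = median of wells with control inhibitor compound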
#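 Test system – parasite MetRS enzyme · Reagent – substrates ATP, L-methionine and bulk Escherichia coli tRNA · Doses – 11.9 µM compound single dose, 0.9% DMSO · Times – 15 min enzyme-compound preincubation, 2 h reaction, 10 min detection, 25 °C · Signal – Kinase-Glo luminescence, ATP depletion format · Controls – DMSO-only wells as low control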
# FAS-TE inh: FAS thioesterase (human) inhibition; 360,000 compounds, 0.67% hits; recombinant FAS-TE, OMFH fluorogenic substrate, fluorescence endpoint; inhibition, % at 15 µM;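 active = compounds whose normalised, plate-corrected inhibition of enzyme fluorescence in the single-dose primary screen is 50% or more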;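 note: 0% = DMSO with enzyme and 100% = substrate without enzyme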
# CendR NRP1 mod: NRP-1/CendR interaction modulation. FAM-RPARPAR peptide binding to NRP-1, fluorescence polarization. inhibition, % at 25 µM. 360,000 compounds, 0.85% hits. AID 602438;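 active = inhibition or corrected inhibition above about 18%, plus a signal ratio from 0.5 to 1.5, limit read from the data, passing the limit was not always enough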; note: strong numbers were not always called active
# eLon inh: inhibits E. coli Lon protease; inhibition, % at 7.94 µM; 360,000 compounds, 0.42% hits; AID 602123; P0A9M0; purified E. coli Lon protease, fluorescence polarization; in the data active = inhibition above about 13%, passing the limit was not always enough;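 note: 0% = enzyme with probe and DMSO and 100% = no enzyme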
# Target sequence (P0A9M0 whole entry, looked up): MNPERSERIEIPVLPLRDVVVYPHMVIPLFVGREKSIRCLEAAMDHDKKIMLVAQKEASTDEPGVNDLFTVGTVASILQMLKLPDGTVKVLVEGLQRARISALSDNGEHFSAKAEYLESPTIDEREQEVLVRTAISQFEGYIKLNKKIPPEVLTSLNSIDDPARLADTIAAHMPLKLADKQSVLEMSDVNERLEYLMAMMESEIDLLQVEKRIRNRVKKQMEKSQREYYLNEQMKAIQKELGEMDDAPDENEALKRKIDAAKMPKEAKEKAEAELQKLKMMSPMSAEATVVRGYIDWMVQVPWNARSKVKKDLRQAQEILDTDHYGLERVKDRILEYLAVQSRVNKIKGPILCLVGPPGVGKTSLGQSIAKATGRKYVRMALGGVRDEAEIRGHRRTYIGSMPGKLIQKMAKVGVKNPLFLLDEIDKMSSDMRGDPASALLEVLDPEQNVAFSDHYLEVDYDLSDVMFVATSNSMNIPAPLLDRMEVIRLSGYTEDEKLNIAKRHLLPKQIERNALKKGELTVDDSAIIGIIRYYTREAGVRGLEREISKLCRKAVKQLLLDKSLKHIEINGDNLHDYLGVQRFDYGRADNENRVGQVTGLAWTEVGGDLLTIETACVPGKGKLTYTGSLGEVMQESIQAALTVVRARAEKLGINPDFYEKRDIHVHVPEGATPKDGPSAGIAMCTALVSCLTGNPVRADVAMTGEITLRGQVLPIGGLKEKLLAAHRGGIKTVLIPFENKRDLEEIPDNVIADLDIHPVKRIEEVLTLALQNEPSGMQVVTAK
# PABP1 MLLE inh: inhibitors of microRNA-mediated deadenylation, human PABP1 MLLE binding; P11940; GST-MLLE / FITC-PAM2 fluorescence polarization; inhibition, % at 20 µM; 360,000 compounds, 0.36% hits; AID 588489; in the data active = inhibition above about 35%, passing the limit was not always enough;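 note: plate controls were DMSO wells with GST-MLLE for no effect and wells lacking GST-MLLE protein for full effect; some results filed as inactive read as strong as hits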
# * marks the source's active call; other numbers are inactive results; nt = not tested or not shown; & = joins results of further samples.
SMILES,MsrA inh,SKN-1 inh,MT1-MMP act inh,MsrA act,Tb MetRS inh,FAS-TE inh,CendR NRP1 mod,eLon inh,PABP1 MLLE inh
O=C(CNC(=O)c1cccs1)NCC(=O)OCc1ccc(F)cc1,-0.3,-1,2,-11,-0.9,-9,4,3,6
O=C(CN1CCN(c2ccccc2O)CC1)Nc1ccccc1C(=O)NCCc1ccccc1,0.1,-7,3,-2,-0.4,19,11,-5,-6
CCOC(=O)C1Cn2c(nc3c(c2=O)C2(CCCC2)Cc2ccccc2-3)S1 (stereo unspecified),0.2,9,-6,-11,-1.9,24,1,-7,4
CC(C)=CCC/C(C)=C/CC/C(C)=N/O,1.1,-8,-4,-2,0.3,-12,8,-6,12
CCn1c(=O)c(-c2ccccc2)c(O)c2ccccc21,0.6,7,-1,-1,-0.2,-2,7,-7,13
O=C(NC1CCCCCCC1)c1ccc(CNc2c(N3CCOCC3)c(=O)c2=O)cc1,-0.8,-22,2,0,-0.1,-2,-7,-11,-13
O=c1c2[nH]c3ccc(Cl)cc3c2ncn1Cc1ccccn1,0.2,-14,4,-7,-0.2,-5,-3,-11,-5
CCOC(=O)c1c(O)c2cccc3c2n(c1=O)CC3,1.4,-4,-3,0,-0.2,-8,1,2,0
COc1ccc(CNC(=O)CCCn2c(=O)c3cccn3c3cccnc32)cc1,0.5,8,-2,-2,0.2,-2,-5,-3,-6
O=c1[nH]c(NCCO)nnc1Cc1ccccc1,-0.5,-10,0,-4,-0.4,-11,8,-5,14
CC(=O)c1ccc(N2CCN(C(=O)Nc3ccc(C)cc3)CC2)cc1,3.1,2,5,-5,1.6,4,15,-6,3
Cc1nc2cc3ccccc3cc2c(=O)[nH]1,0.5,-12,5,-3,-0.1,-3,6,1,-8
O=C(Cc1ccc(F)cc1)N1CCC(N2CCC(C(=O)N3CCOCC3)CC2)CC1,-0.3,3,-3,0,-0.3,-1,-3,-5,-19
CCOc1ccc(S(=O)(=O)N2CCCCC2)cc1NC(=O)Cc1ccccc1,0.2,-6,3,-2,-0.3,28,-2,3,17
CCN(CC)CCOC(=O)c1ccc(Cl)cc1,-0.5,28,-10,0,-0.2,0,-8,-3,9

# The last 3 compounds of the part before come first, to join the parts:
SMILES,MsrA inh,SKN-1 inh,MT1-MMP act inh,MsrA act,Tb MetRS inh,FAS-TE inh,CendR NRP1 mod,eLon inh,PABP1 MLLE inh
O=C(Cc1ccc(F)cc1)N1CCC(N2CCC(C(=O)N3CCOCC3)CC2)CC1,-0.3,3,-3,0,-0.3,-1,-3,-5,-19
CCOc1ccc(S(=O)(=O)N2CCCCC2)cc1NC(=O)Cc1ccccc1,0.2,-6,3,-2,-0.3,28,-2,3,17
CCN(CC)CCOC(=O)c1ccc(Cl)cc1,-0.5,28,-10,0,-0.2,0,-8,-3,9
CC(C)NC(=O)c1ccc2c(c1)N(CC(=O)N1CCCC1)C(=O)C(C)(C)O2,-0.7,-11,3,-3,-0.4,-8,6,-2,10
COc1cccc(NC(=O)Nc2cc(C)ccc2F)c1,-0.6,-26,1,-3,-0.1,0,1,-9,-12
COc1ccc(NS(=O)(=O)c2ccc(O)c(NC(=O)c3ccc(S(=O)(=O)N4CCCC4)cc3)c2)cc1,1.8,7,3,0,0.1,-8,-12,-1,13
N#CC1=C(N)N2C(=C(C#N)C13CCN(Cc1ccccc1)CC3)Nc1ccccc12,0.1,5,-13,-4,-0.4,-3,-16,-6,0
O=C(OCC(=O)N1CCN(S(=O)(=O)c2ccc(Cl)cc2)CC1)C1CC1,0.5,-5,-2,-1,-0.2,-5,2,-6,-6
CCC/C=N/NC(=O)c1ccc(F)cc1,-0.9,0,-2,-3,-0.1,1,5,-1,-6
CCOc1ccc(-n2c(SCC(=O)NC3CCS(=O)(=O)C3)nnc2-c2cccnc2)cc1 (stereo unspecified),-0.4,-4,0,0,0.1,-6,0,-9,-4
COc1cc(OC)cc(C(=O)OCC(=O)Nc2sccc2C(N)=O)c1,-0.5,1,6,-4,-0.6,9,-2,-2,-7
Cc1nc(N2CCN(c3ccccn3)CC2)c2c(C)c(C(=O)Nc3ccccc3F)sc2n1,1.4,-6,-4,-8,0.3,33,-5,1,-6
COc1cccc(COC(=O)CSCC(=O)Nc2cccc(C)c2)c1OC,-1.0,-4,-1,1,-0.3,2,-3,-5,18
Cc1ccc(/C(O)=C2\C(=O)C(=O)N(CC(C)O)C2c2ccccn2)cc1 (stereo unspecified),3.8,-4,-2,-6,-0.8,-3,-10,5,12
NNC(=O)c1cc(-c2cccs2)nc2ccccc12,2.9,-6,-2,-3,-0.1,-3,-6,6,-1
O=C(C(O)c1ccccc1)N1CCN(S(=O)(=O)c2ccc(OC(F)(F)F)cc2)CC1 (stereo unspecified),0.8,4,1,nt,-1.5,nt,14,nt,nt
O=C(CSc1ccccc1F)Nc1ccc(N2CCOCC2)cc1,1.1,5,1,-8,0.0,-3,-4,8,16
O=c1[nH]c(SCc2ccc(Cl)cc2)nc2ccccc12,1.2,-12,4,0,-0.2,-2,11,-5,9
Nc1cc(N)nc(SCc2cccnc2)n1,0.3,6,1,-2,0.0,-8,-1,-2,3
O=C(Nc1ccc2oc(=O)ccc2c1)c1cc2ccccc2o1,0.4,11,10,-1,0.1,0,2,-6,-6
COc1ccccc1CNC(=O)C(=O)NCC1OCCCN1S(=O)(=O)c1ccc(F)cc1C (stereo unspecified),0.0,15,1,4,0.1,-4,14,-26,4
Cc1ccsc1/C=N/N=C1\C(=O)Nc2ccccc21,0.3,11,1,-3,-0.8,-9,2,9,-8
COc1ccc(N2CSC3=C(C#N)C(c4cc(OC)c(OC)cc4OC)CC(=O)N3C2)c(OC)c1 (stereo unspecified),0.1,4,0,0,0.5,-8,-23,-4,-65
C[C@@H](NC(=O)c1nc[nH]c1C(=O)NCC(=O)OCc1ccccc1)c1ccccc1,-0.4,-9,2,-2,-0.4,-122,15,-6,9
O=C(NC1CCCC1)c1cc(-c2ccccc2)nc2ccccc12,-0.5,9,0,1,-0.6,3,0,-3,-6
Cc1ccc(Nc2nc3ccccc3o2)cc1F,-0.5,-1,-2,-2,-0.3,14,-5,-2,-12
Nc1nc(-c2cc(-c3ccccc3)no2)cs1,1.5,29,3,-2,-1.7,1,6,-2,-13
O=C(CSc1nnc(-c2cccs2)n1-c1ccccc1)NCC1CCCO1 (stereo unspecified),-0.8,-14,-1,4,0.2,-4,9,-1,0
CCc1ccccc1NC(=O)NNC(=O)c1ccc2ccccc2c1O,-0.4,9,2,-1,-0.3,-7,3,-2,8
Cc1ccc(-c2nc(C#N)c(N3CCC(C)CC3)o2)cc1,-0.3,4,1,-6,-1.1,17,-2,-2,21
Nc1cc(=O)nc(SCC(=O)N(C2CCCCC2)C2CCCCC2)n1-c1ccccc1,-0.2,-5,-2,-12,-1.0,6,-3,-2,-5
CCCCN1C(=O)CC(Nc2ccc(CC)cc2)C1=O (stereo unspecified),-0.4,0,6,-10,-1.1,2,14,-12,13
CCOCc1nnc(NC(=O)c2cc(OC)cc(OC)c2)s1,0.2,9,0,0,0.0,-10,-2,2,-3
Cc1nc(C)n(CC(O)COc2ccc3c(c2)CCC3)n1 (stereo unspecified),0.8,8,1,-4,-0.5,-10,3,-3,2
OC(CN1CCN(c2ccc(F)cc2)CC1)c1ccc(Cl)cc1 (stereo unspecified),0.5,-4,4,-2,-0.5,1,-1,-6,-13
COc1cc(CNCCO)ccc1OC1CCCC1,-0.6,-6,nt,-1,-1.0,-7,-4,0,15
O=C(O)CC(=O)Nc1ccc(Oc2ccc(C(F)(F)F)cn2)c(Cl)c1,1.3,-1,0,-16,-1.2,-4,8,-3,18
CC(C)(C)c1cc(C(=O)N2CCc3ccccc32)ccn1,-0.6,-6,1,-13,-2.0,2,-3,0,4
O=C(Nc1cccc(O)c1)N1CCOCC1,0.5,-2,-7,1,-0.2,-4,-7,-9,8
CN1CCN(c2ccc([N+](=O)[O-])cc2C(=O)c2ccc(Cl)cc2)CC1,-0.7,-6,-1,-1,-1.7,21,9,7,1
CCOC(=O)C1CCN(C(=O)C2CCN(S(=O)(=O)CC)CC2)CC1,-0.2,6,4,-1,0.8,-4,9,-1,-5
COc1ccc(Nc2nc(N3CCOCC3)nc(N3CCOCC3)n2)cc1Cl,-0.2,10,1,-5,-0.1,16,-3,2,-3
Cc1ccc(C)c(N2CCN(C(=O)CN3C(=O)c4ccccc4C3=O)CC2)c1,1.6,-6,0,0,0.0,9,-10,4,-13
Cc1nonc1C(=O)N/N=C/c1ccc(O)cc1,2.0,-4,1,-4,-0.9,-9,8,-1,10
Cc1ccc(S(=O)(=O)N2CCOCC2)cc1NC(=O)CNCc1ccc(Cl)cc1Cl,-1.2,5,3,-1,0.9,9,11,-6,1
CCc1cccc(C)c1NC(=O)COC(=O)Cc1ccccc1,0.1,-3,-3,-2,0.0,-1,3,13,1
CC1=C(C(=O)N2CCOCC2)C(c2cccc(C)c2)NC(=S)N1 (stereo unspecified),-0.5,14,-4,-4,0.5,-8,6,7,-8
CCc1ccc2[nH]c(O)c(N=Nc3nc(-c4ccccc4)cs3)c2c1,0.1,8,5,-7,0.0,8,-56,-6,-17
CCOCCCN(CCC#N)S(=O)(=O)c1ccc(S(=O)(=O)N2CCCC2)cc1,-0.2,6,1,-8,-0.6,-5,5,-15,-5
O=C(c1ccccc1[N+](=O)[O-])N1CCN(c2ccc(N3CCOCC3)nn2)CC1,1.0,13,1,-1,-0.4,-2,14,-21,9
O=c1c2ccccc2c(/C=N/c2ncn[nH]2)c(O)n1Cc1ccccc1,-0.2&0.5,-13&2,0&-3,-2&-2,-0.2&0.3,-152&-172,7&-1,-4&5,10&-2
O=C(CCCCCN1C(=O)c2ccccc2C1=O)NCc1ccco1,-1.3,2,2,-4,-1.0,-6,-6,-11,4
CCOC(=O)c1nnn(-c2nonc2N)c1CN(CC)c1ccccc1,-0.1,2,-4,-7,-0.5,1,1,-1,6
CCOC(=O)Cc1csc(NC(=O)c2c(C)noc2C)n1,-0.3,13,2,-6,-0.2,-5,-17,0,-22
Cc1cccc(C)c1OCC(=O)N(Cc1cccs1)C1CCS(=O)(=O)C1 (stereo unspecified),0.5,-4,-3,-1,-0.1,-3,3,0,-4
COc1ccc2c(c1)OC[C@H]1[C@H]2N2C(=O)c3cc(Br)ccc3NC(=O)[C@@]2(C)[C@H]1c1ccccc1,nt,-1,-34,-6,0.1,86*,10,0,5
CCCCN(CCCC)CCNC(=O)c1cn(C)c2ccc(S(=O)(=O)N3CCCC3)cc2c1=O,1.7,-16,0,-6,-0.7,-14,3,-5,-4
Fc1ccc(-n2cc(-c3ccccc3)c3c(NN4CCOCC4)ncnc32)cc1,0.4,-3,2,-3,-0.6,3,7,13,6
Cn1c(=O)oc2cc(S(=O)(=O)NC3CCCCCCC3)ccc21,0.1,-6,1,-12,-0.7,2,7,-2,13
Cc1cccc(N(C)c2ccc3cc(S(=O)(=O)N4CCCC4)ccc3n2)c1,0.0,-8,4,-1,0.0,25,8,-1,12
COc1ccc(CNC(=O)[C@@H]2CC=C[C@@H]3CCN(Cc4ccc(Cl)c(Cl)c4)C(=O)[C@@H]32)cc1,-0.2,16,3,-1,-0.3,33,30*,10,-5

# Screening data as filed in PubChem.
